Compound activity (PubChem)
TNAP pNPP inh: human TNAP inhibition, p-nitrophenol detection; 21,000 tested, under 10 active; purified TNAP, pNPP hydrolysis, absorbance 405 nm; P05186; inhibition, % at 20 µM;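 note: 0% = DMSO only wells and 100% = 1 mM levamisole wells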
Target sequence (P05186 whole entry, looked up): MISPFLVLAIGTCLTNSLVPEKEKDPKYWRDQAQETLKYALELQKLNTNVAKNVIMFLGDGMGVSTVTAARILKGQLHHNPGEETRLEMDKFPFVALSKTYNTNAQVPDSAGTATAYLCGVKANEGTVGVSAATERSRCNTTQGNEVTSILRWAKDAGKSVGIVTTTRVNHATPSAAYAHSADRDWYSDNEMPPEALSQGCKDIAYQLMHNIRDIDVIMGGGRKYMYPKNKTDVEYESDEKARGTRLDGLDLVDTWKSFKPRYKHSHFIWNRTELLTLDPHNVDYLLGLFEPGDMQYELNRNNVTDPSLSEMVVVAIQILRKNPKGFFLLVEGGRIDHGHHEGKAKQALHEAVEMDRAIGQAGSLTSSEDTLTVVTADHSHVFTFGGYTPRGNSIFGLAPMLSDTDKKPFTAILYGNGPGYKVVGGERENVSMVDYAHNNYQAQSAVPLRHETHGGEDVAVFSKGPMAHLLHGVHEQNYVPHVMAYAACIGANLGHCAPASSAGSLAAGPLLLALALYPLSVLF
TNAP Pi inh: inhibitors of human tissue-nonspecific alkaline phosphatase; 21,000 tested, under 10 active; AID 614; inhibition, % at 20 µM; purified TNAP, pNPP, malachite green phosphate absorbance
Active calls of the source: *.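 Rule for the calls: active = inhibition above 50% at the 20 µM single-dose screen; inactive = the rest.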 An excerpt; rates above refer to the full screens.

SMILES	TNAP pNPP inh	TNAP Pi inh
Cn1c(=O)[nH]c(=O)c2c1nc(NC1CCCCC1)n2Cc1ccccc1	4.1	6.8
CCn1c(CNc2ccc(F)cc2)nnc1SCC(=O)N1CCCc2ccccc21	-0.9	5.7
CC1(c2cnc(Nc3ccccc3)s2)CCC(=O)O1 (stereo unspecified)	0.1	1.4
CN(C)c1nc(Oc2ccc(=O)n(-c3ccccc3)n2)nc(N2CCOCC2)n1	3.3	9.0
O=C(c1ccccc1)C(CCC(CN1CCOCC1)C(=O)c1ccccc1)CN1CCOCC1 (stereo unspecified)	3.7	-5.9
CC/C(=C\C(=O)c1ccncc1)Nc1ccc(O)cc1	-5.0	3.7
N#Cc1c(NC(=O)CSc2nnc(-c3ccccc3O)n2-c2ccccc2)sc2c1CCCC2	5.4	-2.6
CN1CCc2c(sc3c2c(=O)n(-c2ccccc2)c2nnc(SCc4ccccc4)n32)C1	3.0	10.2
Oc1c(I)cc(Cl)c2cccnc12	5.0	5.0
COc1ccc(S(=O)(=O)N(C)CC(=O)N2CCC(C)CC2)cc1Cl	2.4	6.9
COc1nnc(-c2ccc(N3CCOCC3)c(NC(C)=O)c2)c2ccccc12	-46.1	-47.2
CCc1cc(=O)oc2c(CN3CCN(C)CC3)c(O)c(Cl)cc12	2.0	-13.5
N#Cc1cc2c(nc1SCc1ccncc1)CCC2	1.7	-5.1
CCC(=O)Nc1cccc(-c2nnc(SCC(=O)NCc3ccco3)n2C)c1	-12.4	-10.7
COc1cc([C@@H]2[C@H]3CN(C)CC=C3C(C#N)=C(N)C2(C#N)C#N)cc2c1OCO2	-2.1	-10.2
Cc1ccc(C)c(NC(=O)CSc2nnc(-c3ccccc3C)o2)c1	-10.9	-2.5
O=C(Nc1cnn(C23CC4CC(CC(C4)C2)C3)c1)c1cnn2cccnc12	5.1	9.6
COc1cc2nc(-c3cccs3)oc(=O)c2cc1OC	5.1	9.6
CCN(CC)c1ccc(C2Nc3cccc4cccc(c34)N2)c(O)c1	0.0	0.0
O=C(CSc1nnnn1C1CCCC1)N1CCCc2ccccc21	4.5	9.3
C=CCn1c(=N)c(C(=O)NCCCOC)cc2c(=O)n3ccccc3nc21	-1.2	8.5
COc1ccc(N2C(=O)C(Cl)=C(N3CCN(Cc4ccccc4)CC3)C2=O)cc1	5.5	2.8
CC1(C(=O)Nc2nccs2)Cc2ccccc2C(=O)O1 (stereo unspecified)	2.0	7.2
Cc1cc(NC(=O)c2cc3nc4c(c(C(F)(F)F)n3n2)CCc2ccccc2-4)no1	0.3	6.8
Cc1cccc(NC(=O)CSc2nnc(CSc3nc(C)cc(C)n3)o2)c1	0.4	8.7
Cc1ccc(-c2nnc(-c3ccccc3)o2)cc1Br	1.1	-5.8
C=CCc1cccc2cc(NC(C)=O)c(=O)oc12	-2.2	-0.3
CC12CCC(C(=O)N3CCN(c4ncccn4)CC3)(c3nc4ccccc4nc31)C2(C)C (stereo unspecified)	-0.3	5.8
CC(C)(C)n1nnnc1C(c1ccccc1F)N(Cc1ccco1)CC1CCCO1 (stereo unspecified)	13.2	6.2
CCOC(=O)c1c(NC(C)=O)sc2c1CCCNC2=O	-8.0	-4.0
C[C@H](NC(=O)C1(c2ccccc2)CCN(C(=O)[C@H]2CSCN2C(=O)OC(C)(C)C)CC1)C(=O)O	0.3	-19.2
COc1cc(OC)cc(C(=O)NC2CCSC2=O)c1 (stereo unspecified)	5.8	-26.6
CC1C(=O)C(C)C(c2ccco2)NC1c1ccco1 (stereo unspecified)	2.0	8.5
CCc1c(C)nc2cc(-c3cccs3)[nH]n2c1=O	-0.6	-1.1
N#CC12CCCCC1CC1CCCCC1(C#N)N2Cc1ccccn1 (stereo unspecified)	-12.7	-17.7
CCOC(=O)C1=C(O)C(=O)N(c2ccc(S(N)(=O)=O)cc2)C1c1ccc(OC)cc1OC (stereo unspecified)	6.7	10.0
CCC(C)(C)n1nnnc1C(c1cc2cccc(C)c2[nH]c1=O)N1CCN(C(=O)c2ccco2)CC1 (stereo unspecified)	4.2	7.3
CCNc1oc(-c2cccc3ccccc23)nc1C#N	3.4	6.0
Cc1ccc(C)c(N2CCN(C(c3ccncc3)c3nnnn3Cc3ccccc3)CC2)c1 (stereo unspecified)	4.9	2.5
Cc1ccc(S(=O)(=O)NC2=NCN(Cc3ccccc3)CN2)cc1	3.4	14.8

Random excerpt: 3 compounds from above
SMILES	TNAP pNPP inh	TNAP Pi inh
Cc1ccc(C)c(N2CCN(C(c3ccncc3)c3nnnn3Cc3ccccc3)CC2)c1 (stereo unspecified)	4.9	2.5
C=CCc1cccc2cc(NC(C)=O)c(=O)oc12	-2.2	-0.3
C=CCn1c(=N)c(C(=O)NCCCOC)cc2c(=O)n3ccccc3nc21	-1.2	8.5

Later entries.
SMILES	TNAP pNPP inh	TNAP Pi inh
O=C(O)CN(Cc1ccco1)S(=O)(=O)c1ccccc1	0.0	7.7
Cc1nc(Nc2ncc3c(n2)CCCC3=O)nc2ccccc12	0.0	0.0
Cc1[nH]c2ccccc2c1C(=O)CSc1nc2cc(S(=O)(=O)N3CCCCC3)ccc2o1	-5.7	-9.2
Fc1cnc(N2CCOCC2)nc1NCc1ccccc1	6.1	-0.4
O=C(NCc1cccs1)c1ccccc1C(=O)NCc1cccs1	3.7	7.6
Cn1c(-c2ccc(Br)o2)nc2ccccc21	2.2	-2.4
CN(Cc1cc2ccccc2[nH]c1=O)C(=O)C1CCCCC1	5.0	7.5
CNC(=O)Cn1c(=O)n(C)c2ccccc21	7.2	12.3
O=C(CSc1nnc(-c2cccnc2)o1)c1cc2ccccc2oc1=O	6.8	11.1
O=C(CC1C(=O)NCCN1C(=O)Nc1ccccc1)Nc1ccc2c(c1)OCCO2 (stereo unspecified)	5.4	10.1
COc1ccccc1NS(=O)(=O)c1ccc(C)c(C(=O)NCC2CCCO2)c1 (stereo unspecified)	6.5	16.3
COC(=O)c1ccc(NC(=O)c2ccc(N(C)S(C)(=O)=O)cc2)cc1	-0.7	6.2
CCN(CC)CCN1C(=O)C2C3c4ccccc4C(c4ccccc43)C2C1=O (stereo unspecified)	7.1	10.7
CCc1ccc(OCc2nnc(SCCN3CCOCC3)n2CC)cc1	1.5	4.9
OCCn1nc2c3ccccc3nc-2n(-c2ccccc2)c1=S	4.3	12.3
Cc1cc(-c2nnc(-c3ccccc3)c(-c3ccccc3)n2)c(C)o1	0.3	13.6
Cc1ccc(-c2nc(Nc3ccccc3)n[nH]2)cc1	-8.8	-2.3
O=C(Nn1cnnc1)C(c1ccccc1)c1ccccc1	3.3	7.2
C[C@H](CS)C(=O)N1CCC[C@H]1C(=O)O	0.0	0.0
CN(C)[C@@H]1C(=O)C(C(N)=O)=C(O)[C@@]2(O)C(=O)C3=C(O)c4c(O)ccc(Cl)c4[C@@H](O)[C@H]3C[C@@H]12	2.9	12.1
CC(C)NC(=O)Cn1c(SCC(=O)N2c3ccccc3CC2C)nc2ccccc21 (stereo unspecified)	1.4	-18.6
COc1ccc(C2c3c(oc4ccc(C)cc4c3=O)C(=O)N2c2cc(C)ccn2)cc1OC (stereo unspecified)	7.6	10.8
CCn1c(=N)c(C(=O)NC)cc2c(=O)n3cccc(C)c3nc21	-4.4	5.1
O=C(c1ccccc1)N1CCN(CC#CC2(O)CCCCC2)CC1	-4.3	-3.7
CCC(=O)Nc1ccc(S(=O)(=O)Nc2cccc(C)c2)cc1OC	2.6	-0.1
Cc1cc(C)n(Cc2cc(C)c(Cn3nc(C)cc3C)cc2C)n1	-0.6	5.5
COC(=O)Cc1cc(=O)[nH]c(/N=C(/NC(=O)c2ccccc2)Nc2ccccc2C)n1	9.9	7.6
COCCn1c(C)cc(C(=O)CSc2nc3ccccc3o2)c1C	8.3	18.1
CCCc1c(C)c2ccccc2[nH]c1=O	-0.9	6.2
COc1ccc2c(c1)CCCC21NC(=O)NC1=O (stereo unspecified)	5.0	2.5
Cc1ccc(C(C)NC(=O)c2c(C)noc2C)cc1C (stereo unspecified)	1.0	-18.2
COc1ccc(C(=O)Nn2c(C)ccc2C)cc1OC	2.8	7.9
COc1ccc(-c2noc(CCC(=O)Nc3cccnc3)n2)cc1OC	6.8	4.0
CCOc1ccccc1NC(=O)CN(Cc1ccccc1)S(C)(=O)=O	-6.9	-6.9
O=C(O)CN1C(=O)CC(Cc2ccc(Cl)cc2)C1=O (stereo unspecified)	-5.1	-5.4
CC1(C)C(C=C(Cl)Cl)C1C(=O)N1CCN(c2ccccc2)CC1 (stereo unspecified)	5.9	9.2
CNC(=O)c1cc2cc(OC)ccc2oc1=N	0.0	2.1
COC(=O)CSc1nnc(-c2ccoc2C)n1-c1ccc(C)cc1	2.5	7.4
COc1ccc2[nH]c(=O)c(CN(Cc3ccccc3)Cc3nnnn3CC3CCCO3)cc2c1 (stereo unspecified)	9.3	15.1
C=CCn1c(Cc2csc(N)n2)nnc1SCC(=O)Nc1ccc(C(=O)OCC)cc1	-6.7	-5.7

Reformatted with bars between the fields: entries from further up
molecule | TNAP pNPP inh | TNAP Pi inh
Cn1c(=O)[nH]c(=O)c2c1nc(NC1CCCCC1)n2Cc1ccccc1 | 4.1 | 6.8
CCn1c(CNc2ccc(F)cc2)nnc1SCC(=O)N1CCCc2ccccc21 | -0.9 | 5.7
CC1(c2cnc(Nc3ccccc3)s2)CCC(=O)O1 (stereo unspecified) | 0.1 | 1.4
CN(C)c1nc(Oc2ccc(=O)n(-c3ccccc3)n2)nc(N2CCOCC2)n1 | 3.3 | 9.0
O=C(c1ccccc1)C(CCC(CN1CCOCC1)C(=O)c1ccccc1)CN1CCOCC1 (stereo unspecified) | 3.7 | -5.9
CC/C(=C\C(=O)c1ccncc1)Nc1ccc(O)cc1 | -5.0 | 3.7
N#Cc1c(NC(=O)CSc2nnc(-c3ccccc3O)n2-c2ccccc2)sc2c1CCCC2 | 5.4 | -2.6
CN1CCc2c(sc3c2c(=O)n(-c2ccccc2)c2nnc(SCc4ccccc4)n32)C1 | 3.0 | 10.2
Oc1c(I)cc(Cl)c2cccnc12 | 5.0 | 5.0
COc1ccc(S(=O)(=O)N(C)CC(=O)N2CCC(C)CC2)cc1Cl | 2.4 | 6.9
COc1nnc(-c2ccc(N3CCOCC3)c(NC(C)=O)c2)c2ccccc12 | -46.1 | -47.2
CCc1cc(=O)oc2c(CN3CCN(C)CC3)c(O)c(Cl)cc12 | 2.0 | -13.5
N#Cc1cc2c(nc1SCc1ccncc1)CCC2 | 1.7 | -5.1
CCC(=O)Nc1cccc(-c2nnc(SCC(=O)NCc3ccco3)n2C)c1 | -12.4 | -10.7
COc1cc([C@@H]2[C@H]3CN(C)CC=C3C(C#N)=C(N)C2(C#N)C#N)cc2c1OCO2 | -2.1 | -10.2
Cc1ccc(C)c(NC(=O)CSc2nnc(-c3ccccc3C)o2)c1 | -10.9 | -2.5
O=C(Nc1cnn(C23CC4CC(CC(C4)C2)C3)c1)c1cnn2cccnc12 | 5.1 | 9.6
COc1cc2nc(-c3cccs3)oc(=O)c2cc1OC | 5.1 | 9.6
CCN(CC)c1ccc(C2Nc3cccc4cccc(c34)N2)c(O)c1 | 0.0 | 0.0
O=C(CSc1nnnn1C1CCCC1)N1CCCc2ccccc21 | 4.5 | 9.3
C=CCn1c(=N)c(C(=O)NCCCOC)cc2c(=O)n3ccccc3nc21 | -1.2 | 8.5
COc1ccc(N2C(=O)C(Cl)=C(N3CCN(Cc4ccccc4)CC3)C2=O)cc1 | 5.5 | 2.8
CC1(C(=O)Nc2nccs2)Cc2ccccc2C(=O)O1 (stereo unspecified) | 2.0 | 7.2
Cc1cc(NC(=O)c2cc3nc4c(c(C(F)(F)F)n3n2)CCc2ccccc2-4)no1 | 0.3 | 6.8
Cc1cccc(NC(=O)CSc2nnc(CSc3nc(C)cc(C)n3)o2)c1 | 0.4 | 8.7
Cc1ccc(-c2nnc(-c3ccccc3)o2)cc1Br | 1.1 | -5.8
C=CCc1cccc2cc(NC(C)=O)c(=O)oc12 | -2.2 | -0.3
CC12CCC(C(=O)N3CCN(c4ncccn4)CC3)(c3nc4ccccc4nc31)C2(C)C (stereo unspecified) | -0.3 | 5.8
CC(C)(C)n1nnnc1C(c1ccccc1F)N(Cc1ccco1)CC1CCCO1 (stereo unspecified) | 13.2 | 6.2

The list continues:
SMILES	TNAP pNPP inh	TNAP Pi inh
C=CCn1c(=O)c2ccccc2n2c(SCc3csc(-c4ccccc4)n3)nnc12	-2.1	8.9
Cc1ccc(-c2nnn(CC(=O)Nc3ccccc3N3CCOCC3)n2)cc1	2.9	12.5
CCc1ccc2c(c1)C(C)=CC(C)(C)N2	5.0	10.9
CCn1c(SCC(=O)Nc2cccc(C(C)=O)c2)nnc1C(C)C	3.4	6.7
C=C(c1ccc(OCCO)cc1)c1ccc(OCCO)cc1	0.0	0.0
Cc1cccc(NC(=O)N(Cc2nc3ccccc3c(=O)[nH]2)C2CCCC2)c1	9.9	-3.7
O=C(CNC(=O)c1ccc(Cl)cc1Cl)NCC(=O)Nc1ccccc1N1CCOCC1	-12.2	-2.3
O=C(COc1ccc(Cl)cc1)Nc1ccc(Cl)cn1	1.1	5.9
Cc1noc(C)c1COC(=O)c1ccc2c(c1)OCCO2	3.6	19.2
CCOC(=O)c1sc(NC(=O)CSc2ncccn2)c(C#N)c1C	0.0	-29.4
COc1ccc(-c2nc(SC)n(C(=O)c3ccco3)n2)cc1	2.5	5.9
Cc1cccc(OCc2nnc(SCC(=O)N3CCc4ccccc43)n2C)c1	6.5	-3.2
Cc1csc(NC(=O)CSc2nnc(-c3ccco3)n2C)n1	0.0	0.0
CC(=O)Nc1ccc(N2C(=O)CC(N3CC(C)OC(C)C3)C2=O)cc1 (stereo unspecified)	0.6	2.5
CS(=O)(=O)N(CC(=O)N1CCCCCC1)c1ccc2c(c1)OCCO2	-1.2	13.8
CC(=O)Nc1ccc(S(=O)(=O)Nc2cccc(N(C)S(C)(=O)=O)c2)cc1	5.8	7.0
COC(=O)C(NC(C)=O)(Nc1nc2c(s1)CCCC2)C(F)(F)F (stereo unspecified)	5.4	10.6
CCC(=O)Nc1ccc(-c2nn3c(C)nnc3s2)cc1	-1.3	-3.6
CCOc1ccc(C(=O)Nn2cnnc2)cc1	-0.2	3.6
N#Cc1nc(-c2ccco2)oc1N1CCC(C(N)=O)CC1	4.9	9.0
CCC(CC)C(=O)NCCc1ccc(S(N)(=O)=O)cc1	0.2	-9.7
O=c1oc2ccccc2n1Cn1c(=O)oc2ccccc21	0.0	5.8
